D1 agonist – agonists of human D1 dopamine receptor. P21728. 360,000 compounds, 1% hits. AID 504660. HEK293 T-REx D1 cells, calcium flux, agonist mode. activation, % at 2 µM; further: 0% is about no effect
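Agonism was scored from calcium flux recorded over 180 s (1 read/s) after pintool compound addition, following a 10-cycle baseline. Cells were inducible force-coupled HEK293 TREx D1, plated overnight at 30 C and loaded with no-wash calcium dye.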
D1 potentiator – potentiators of human D1 dopamine receptor; P21728; HEK293 TREx D1 cells, calcium flux, dopamine EC20 potentiation; potentiation, % at 10 µM; 360,000 compounds, 0.036% hits; AID 504651; in the data active means potentiation above about 30%; further: 0% is about no effect
TRHR PAM – allosteric enhancers of human TRH receptor. TRHR cells, fluo-8 calcium fluorescence, EC20 TRH enhancement. enhancement, % at 2 µM. 360,000 compounds, 0.66% hits; in the data active means enhancement above about 30%; further: 0% is about no effect
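TRHR-expressing cells loaded with fluo-8 calcium dye were read kinetically (ex 480/em 530) during compound addition, then stimulated with an EC20 of TRH (10 nM final). Enhancement of the Gq-mediated intracellular calcium response was scored.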
D2 PAM – positively modulates the human D2 dopamine receptor allosterically; P14416; HEK293 T-REx D2, calcium flux, EC20 dopamine potentiation; potentiation, % at 10 µM; 340,000 compounds, 0.34% hits; AID 485347;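 active means potentiation over 3 SD above the plate norm, cut at about 30% in these data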; further: 0% is about no effect
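Potentiation of an EC20 dopamine calcium response measured kinetically over 180 s, after a preceding 180 s compound-only read flagging agonists. Cells: inducible Hek293 Trex D2 line, 4000/well, cultured overnight at 30 C before dye loading.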
D2 antag – D2 dopamine receptor (human) antagonism; inhibition, % at 10 µM; P14416; HEK293 TREx D2 cells, calcium flux, dopamine EC80; 340,000 compounds, 2% hits; AID 485344; in the data active means inhibition above about 30%; further: 0% is about no effect
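Compounds are added to dye-loaded, induced HEK293 T-REx cells coupled to calcium release via D2; after a 3 min kinetic read an EC80 dopamine stimulus is given and fluorescence is recorded for 3 more min.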
RXFP1 antagonist – antagonists of human relaxin receptor RXFP1. 350,000 compounds, 0.59% hits. activity change, negative = inhibition, % at 57.5 µM. AID 1259400. Q9HBX9. HEK293-RXFP1, relaxin-stimulated cAMP HTRF, 30 min; stronger effect = lower value;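 active means activity change of -60% or lower, but not beyond a set lower limit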; further: on the % scale 0 is the no-effect control and ±100 the full control effect
Target sequence (Q9HBX9 whole entry, looked up): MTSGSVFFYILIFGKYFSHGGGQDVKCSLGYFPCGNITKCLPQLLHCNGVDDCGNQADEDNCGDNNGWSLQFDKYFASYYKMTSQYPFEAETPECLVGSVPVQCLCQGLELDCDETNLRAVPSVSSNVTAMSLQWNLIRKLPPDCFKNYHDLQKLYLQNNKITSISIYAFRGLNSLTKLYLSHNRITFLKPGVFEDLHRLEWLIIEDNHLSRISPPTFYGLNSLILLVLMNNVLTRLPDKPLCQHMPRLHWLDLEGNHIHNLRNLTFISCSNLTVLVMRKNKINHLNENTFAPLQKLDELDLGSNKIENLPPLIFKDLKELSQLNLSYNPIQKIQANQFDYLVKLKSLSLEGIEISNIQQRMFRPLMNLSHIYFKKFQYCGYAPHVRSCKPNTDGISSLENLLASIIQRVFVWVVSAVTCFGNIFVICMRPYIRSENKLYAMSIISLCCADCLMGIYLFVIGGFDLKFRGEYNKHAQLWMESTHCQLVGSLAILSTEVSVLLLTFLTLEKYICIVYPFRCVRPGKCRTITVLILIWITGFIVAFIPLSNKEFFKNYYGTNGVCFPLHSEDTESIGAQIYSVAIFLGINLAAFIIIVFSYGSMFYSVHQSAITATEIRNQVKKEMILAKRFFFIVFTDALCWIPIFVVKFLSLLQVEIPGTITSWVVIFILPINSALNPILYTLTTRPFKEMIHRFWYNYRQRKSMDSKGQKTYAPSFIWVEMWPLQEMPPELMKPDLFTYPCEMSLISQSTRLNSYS
D2 agonist – D2 dopamine receptor (human) agonism; HEK293 T-REx D2 cells, calcium flux agonist mode; 340,000 compounds, 0.53% hits; activation, % at 2 µM;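 active means activation over 3 SD above normal in the single-dose calcium agonist read, cut at about 30% in these data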; further: 0% is about no effect
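In this primary screen, compounds producing a positive calcium signal within 180 s of addition to tetracycline-induced, force-coupled HEK293 Trex D2 cells are flagged; cells are dye-loaded with a no-wash calcium kit beforehand.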
TRHR agonist – agonists of human TRH receptor; 360,000 compounds, 0.18% hits; activation, % at 2 µM; TRHR cells, calcium flux fluo-8, FDSS agonist mode; further: 0% is about no effect
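Steps: seed TRHR cells overnight; add fluo-8 no-wash Ca dye, RT 30 min–1.5 h; record 10 s baseline; pin-transfer compounds; monitor fluorescence 1 cycle/s for the agonist window. Calcium increases flag candidate agonists.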
D1 antag – blocks dopamine activation of the human D1 receptor; P21728; HEK293 TREx D1 cells, calcium flux, dopamine EC80; stronger effect = lower value; activity change, negative = inhibition, % at 10 µM; 360,000 compounds, 3.2% hits; AID 504652; in the data active means activity change below about -30%; further: on the % scale 0 is the no-effect control and ±100 the full control effect
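Allosteric or orthosteric antagonism assessed as attenuation of the calcium response to EC80 dopamine, added 180 s after compound, in induced HEK293 Trex D1 cells loaded with no-wash calcium dye.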
Numbers without * were called inactive; . = no result given. Unless noted, no stated cut-off is given here; in the data, active means activation above about 30%; inactive means the rest.

SMILES	D1 agonist	D1 potentiator	TRHR PAM	D2 PAM	D2 antag	RXFP1 antagonist	D2 agonist	TRHR agonist	D1 antag
Cc1cc(C)cc(Cn2ncc(Cl)c(Cl)c2=O)c1	0	-3	18	3	-13	-28	-0.4	-0.5	8
Cc1ccc(C(=O)NC(C)c2ccc(F)cc2)cc1 (stereo not drawn)	1	-1	3	-9	2	4	-1.0	-1.5	-17
CC(C)CC(NC(=O)C1CCC(C)CC1)C(=O)N1CCN(c2ccccn2)CC1 (stereo not drawn)	1	1	-1	-23	-2	.	-0.2	-0.4	5
Oc1c(C2=NCCNC(C(F)(F)F)=C2)ccc2ccccc12	4	-4	2	-4	5	-12	2.6	2.1	2
C=CCn1c(SCC(=O)c2ccc(Br)cc2)nnc1C(C)NC(=O)Cc1ccc(OC)cc1 (stereo not drawn)	1	0	-1	16	4	7	-0.4	-0.5	-20
Cc1cc[n+](CC(=O)c2ccc3c(c2)OCCO3)cc1	0	-4	-1	9	2	17	0.4	0.0	-12
O=C(Nc1cccnc1)C1(c2ccccc2)CCCC1	3	7	-4	8	-15	-10	-0.5	1.2	3
NC(=O)c1ccc(NC(=O)CCc2nc3ccccc3s2)cc1	3	-5	3	.	.	6	.	0.3	-28
CCn1cc(CNC(=O)CCc2ccc(OC)cc2)cn1	2	-2	-2	-4	-16	3	0.0	1.8	-2
CC(=O)c1ccc(-c2ccc(/C=C(/Sc3n[nH]c(C)n3)C(=O)O)o2)cc1	9	0	3	7	-14	14	1.4	2.5	-14
CCC(C(=O)Nc1ccc(F)cc1F)n1nc(-c2ccccc2)c2c(c1=O)CCCC2 (stereo not drawn)	3	-1	-6	-3	.	.	-0.3	-1.3	13
COc1cc(C)c(C(C)C)cc1S(=O)(=O)n1ccnc1	4	-7	-5	-1	4	-12	-0.2	-0.1	-14
CCCc1cc(=O)oc2c(C)c(OCC(=O)NCCCn3ccnc3)ccc12	0	0	-5	3	4	5	0.4	-0.2	-12
CCOCCCNC(=O)Cn1nc(CC)n2c(cc3c(OC)cccc32)c1=O	1	-5	4	-18	.	1	-0.6	-0.3	-30*
CN(C)c1ccc(CNC(=O)CN2C(=O)CCn3nc(-c4cn(C)c5ccccc45)cc32)cc1	2	0	0	6	.	-4	-0.5	-0.5	-4
Cc1ccccc1-c1nc(CS(=O)(=O)CC(=O)N(C)C2CCCCC2)c(C)o1	-1	1	-3	-10	1	8	0.0	-0.5	-17
Cc1ccc2oc(-c3cc(NC(=O)c4ccc5c(c4)OCCO5)cc(C)c3O)nc2c1	0	-3	2	.	.	.	0.1	-0.7	4
COc1ccc(C(=O)NC(=S)Nc2ccc3[nH]c(=O)[nH]c3c2)cc1	3	.	0	-4	11	6	-0.1	-0.9	-2
CC(C)n1nc(C(=O)Nc2nnc(SCc3c(Cl)cccc3Cl)s2)c2ccccc2c1=O	-1	-1	-7	1	9	-10	-0.1	0.4	.
N#Cc1ccc(CSc2nnc(-c3ccc(Br)cc3)o2)cc1	0	0	-3	-2	.	.	0.4	-0.1	0
CC(=O)N1CCN(c2nc(-c3ccco3)c3c(c2C#N)CC(C)(C)SC3)CC1	1	-5	8	0	3	-3	0.1	-0.2	6
CCN1CCC(NC(=O)c2cc(OC)c(OC)cc2OC)CC1	-1	2	0	0	4	-5	0.9	-0.2	-1
CCOC(=O)c1sc(Nc2nc(C)cc(OC)n2)nc1C	-1	-1	-5	1	-3	-1	-0.1	0.0	3
CC(=O)c1cccc(NC(=O)c2csc(-n3nc(C)cc3C(F)(F)F)n2)c1	0	-5	1	-2	-5	3	0.1	0.3	-11
Cc1cc(C)nc(NC(=O)CSc2nc3ccccc3o2)n1	2	0	2	7	-5	3	1.2	0.2	-10
SMILES	D1 agonist	D1 potentiator	TRHR PAM	D2 PAM	D2 antag	RXFP1 antagonist	D2 agonist	TRHR agonist	D1 antag
COC(=O)CSc1[nH]c2ccc(Br)cc2c1[N+](=O)[O-]	3	-10	-6	-3	6	-5	1.1	2.1	-7
Cc1csc(NC(=O)CSc2nnc(-c3ccc(Cl)cc3)n2N)n1	1	-1	-1	-3	.	-24	.	-1.1	-7
Cc1cc(C)c(S(=O)(=O)Nc2ccc(N3CCOCC3)cc2)c(C)c1	1	0	8	-10	-3	8	1.4	0.3	-3
CCNC(=O)c1ccc(OCC(=O)Nc2ccc(F)cc2)c(OC)c1	2	6	13	-12	16	-2	0.3	-0.3	-25
O=C(O)C1CC1C(=O)Nc1cc(F)ccc1F (stereo not drawn)	3	-1	-7	-1	2	-1	0.7	0.0	-13
NC(=S)Cc1nc(-c2ccc(Cl)cc2)cs1	5	3	0	-4	-11	0	0.0	2.6	-23
O=C(NCc1ccco1)Oc1ccccc1	2	-4	-6	14	-22	-13	-0.8	0.3	5
Cc1nnc(SCC2=C(C(=O)O)N3C(=O)C(NC(=O)C(C)n4nc(C(F)(F)F)cc4C)C3SC2)s1 (stereo not drawn)	3	7	6	8	-3	-13	-1.5	-2.5	2
O=C(N/C(=C/c1ccccc1)C(=O)N1CCCCC1)c1ccc(Br)o1	1	5	2	0	-4	-7	-1.1	-0.4	6
COc1ccc(S(=O)(=O)CCC(=O)NCCc2ccc(C)cc2)cc1	-2	-3	6	-8	-3	8	1.6	-0.1	.
COc1ccc(CNC(c2ccccc2)c2ccc(Cl)cc2)cc1 (stereo not drawn)	1	-4	-1	-16	-22	-22	-0.2	0.0	16
CCOc1ccc(NC(=O)CCC(=O)NNC(=O)Nc2ccc(Cl)cc2)cc1	1	6	-1	10	-17	1	0.2	0.4	-2
O=C(NCCCNC(=O)c1cncc(O)c1)c1cncc(O)c1	-2	2	-6	0	-11	-4	0.1	-0.2	24
Brc1ccc(-c2nnc3ccc(Nc4ccccc4)nn23)cc1	2	-1	5	13	-2	.	-1.9	-0.7	6
CCNc1nc(Cl)nc(NCCOc2ccc(C)cc2)n1	3	-5	1	3	-6	.	0.6	1.4	2
O=C(Nc1ccc(F)cc1)Nc1nnc(COc2ccccc2F)s1	9	-7	0	1	21	-21	1.9	3.0	.
O=C(O)C(Cc1ccccc1)N1C(=O)/C(=C/c2cccc3ccccc23)SC1=S (stereo not drawn)	0	-6	3	2	-23	.	-1.1	-1.4	4
CC1CCN(C(=O)C2CCN(c3ncnc4c3nc3n4CCCCC3)CC2)CC1	3	6	-2	11	8	-7	0.6	-0.1	-5
CCC(=O)c1ccc(OCC(=O)OCC(=O)NCCCc2ccccc2)cc1	1	-2	0	-7	4	-21	-0.1	-1.4	-4
O=C(CCc1ccccc1)NNC(=O)Cc1ccc(Cl)cc1	-3	0	7	0	10	-3	-0.2	-0.7	4
CC(C)COC(=O)Cn1nnc2sc(-c3ccccc3)cc2c1=O	1	-2	-2	-11	.	3	0.5	1.0	-11
N#CCc1ccc(C(=O)c2ccccc2F)s1	5	14	-1	0	-6	-4	0.6	0.2	-11
Cc1ccc(SC(=O)c2c([N+](=O)[O-])c(C)nn2C)cc1	2	-3	9	6	-2	-7	-1.2	-0.8	-14
CC(C)Oc1ccc(C(=O)Nc2ccc3oc(-c4ccncc4)nc3c2)cc1	8	-1	4	-19	.	.	-0.2	-1.1	14
COc1ccc(Cc2nc3ccc(C(=O)N(C)C(C)c4nccs4)cc3o2)cc1 (stereo not drawn)	8	-2	-1	0	4	4	0.4	-0.5	-3

The closing five records of the part before open the next one:
SMILES	D1 agonist	D1 potentiator	TRHR PAM	D2 PAM	D2 antag	RXFP1 antagonist	D2 agonist	TRHR agonist	D1 antag
CC(C)COC(=O)Cn1nnc2sc(-c3ccccc3)cc2c1=O	1	-2	-2	-11	.	3	0.5	1.0	-11
N#CCc1ccc(C(=O)c2ccccc2F)s1	5	14	-1	0	-6	-4	0.6	0.2	-11
Cc1ccc(SC(=O)c2c([N+](=O)[O-])c(C)nn2C)cc1	2	-3	9	6	-2	-7	-1.2	-0.8	-14
CC(C)Oc1ccc(C(=O)Nc2ccc3oc(-c4ccncc4)nc3c2)cc1	8	-1	4	-19	.	.	-0.2	-1.1	14
COc1ccc(Cc2nc3ccc(C(=O)N(C)C(C)c4nccs4)cc3o2)cc1 (stereo not drawn)	8	-2	-1	0	4	4	0.4	-0.5	-3
CC(=O)c1cccc(NC(=O)c2ccc(N(Cc3ccccc3)S(C)(=O)=O)cc2)c1	8	0	1	2	10	-14	0.5	1.6	-23
O=C(Nc1ccc(Cl)c(S(=O)(=O)N2CCOCC2)c1)c1n[nH]c(=O)c2ccccc12	4	.	12	10	-26	-5	1.1	0.3	-10
CC(C)C(NC(=O)c1ccc(F)cc1)C(=O)NCC1CCCO1 (stereo not drawn)	0	-6	-3	15	9	12	0.2	0.4	-3
COc1ccccc1NC(=S)N(CCc1ccc(OC)c(OC)c1)Cc1ccccn1	2	-5	-14	3	17	-16	-0.3	-0.5	-3
C#CCOCCOCCOCCNc1nc(N2CCN(C(=O)[C@H](CCC(=O)O)n3cc(C(N)CO)nn3)CC2)nc(N2CCN(C(=O)[C@H](CCC(=O)O)n3cc(C(N)CC(C)C)nn3)CC2)n1 (stereo partly drawn)	1	1	-1	-7	17	.	-0.8	-1.1	2
CCCC(=O)Nc1nc2ccc(S(=O)(=O)N3CCCCC3)cc2s1	19	3	0	9	-2	.	-0.3	4.5	4
Cc1ccc(CNCc2ccco2)cc1	8	-6	3	-4	-5	6	0.4	0.2	0
COc1cc2c(=O)c(-c3ccc(O)cc3)coc2cc1OC1OC(CO)C(O)C(O)C1O (stereo not drawn)	0	-2	-5	-6	9	.	0.6	-0.1	-20
COc1ccccc1CCn1c(N)c(C#N)c2nc3ccccc3nc21	4	6	2	0	.	-21	-0.4	-0.4	2
COc1ccc(CN(C(=O)c2ccc3c(c2)OCCO3)C(C(=O)NC2CCCCC2)c2ccc3ncccc3c2)cc1 (stereo not drawn)	-1	1	-4	-13	17	-12	0.6	-0.1	3
O=C(C1CCCO1)N1CCN(C(=S)Nc2cccc(F)c2)CC1 (stereo not drawn)	1	-6	18	-3	7	4	-0.1	0.0	-14
CC(C)NC(=O)Cc1ccc(Br)cc1	1	-5	1	4	4	3	0.6	0.5	-7
CC(C)CC(=O)Nc1ccccc1N1CCCC1	0	-10	0	2	10	-2	0.8	0.3	1
C[C@H](NC(=O)C1CCN(S(=O)(=O)c2ccccc2)CC1)C(=O)NCc1ccc(Cl)cc1Cl	10	0	-3	2	15	25	1.4	-0.1	-25
O=C1CCC(C(=O)Nc2ccccc2N2CCCC2)=NN1	0	0	4	3	-9	-9	-0.5	-0.4	9
Cc1c(CC(=O)O)c(=O)oc2c(C)c3occ(-c4ccccc4)c3cc12	0	-6	-4	9	.	-12	.	0.2	1

Records listed above printed as active in D1 antag.
| molecule | D1 agonist | D1 potentiator | TRHR PAM | D2 PAM | D2 antag | RXFP1 antagonist | D1 antag |
| --- | --- | --- | --- | --- | --- | --- | --- |
| CCOCCCNC(=O)Cn1nc(CC)n2c(cc3c(OC)cccc32)c1=O | 1 | -5 | 4 | -18 | . | 1 | -30* |

Screening data (PubChem BioAssay)
